NALP1 inh = NALP1 inflammasome inhibitors in reconstituted yeast, colorimetric, S. cerevisiae, triplicate retest; S. cerevisiae NALP1/ASC/caspase-1 growth, X-gal OD620, 72 h; inhibition, % at 10 µM; 280,000 compounds, 0.61% hits; AID 2071, 2009; in the data active means inhibition mostly above about 24%, no sharp cut-off; inactive means mostly below about 32%; further: some compounds called inactive have numbers as strong as hits
PfM18AAP inh = PfM18AAP inhibitors, malaria aminopeptidase, primary screen, biochemical, QFRET, recombinant enzyme; M18 aspartyl aminopeptidase (Plasmodium falciparum 3D7); H-Glu-NHMec fluorogenic cleavage; inhibition, % at 7.35 µM; 290,000 compounds, 1.2% hits;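 active means inhibition above the campaign mean inhibition over all tested compounds plus 3 SD, cut at about 28% in these data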;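 further: 0% = plate median of test compound wells and 100% = 2 mM ZnCl2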
IDE cell activ = human IDE activators in live cells, primary screen, fluorescence polarization, HEK cells, FAbeta-B substrate; FAbeta-B cleavage; 0% vehicle, 100% cell-free pure enzyme wells; activation, % at 5.96 µM; 340,000 compounds, 0.073% hits;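 active means activation above the mean of all tested compounds plus 3 SD, set per screening campaign, cut at about 17% in these data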
UBC9 SUMO inh = inhibitors of in vitro SUMOylation cascade, primary screen, biochemical, HTRF, uHTS. inhibition, % at 35 µM. SUMO-conjugating enzyme UBC9 (Homo sapiens), P63279. HTRF SUMOylation assay, SAE1/SAE2 + UBC9. AID 2006, 2009. 290,000 compounds, 0.36% hits; in the data active means inhibition above about 50%, passing the limit was not always enough; further: strong numbers were not always called active
p-CIP stab down = p/CIP-EGFP fusion destabilizers, primary screen, fluorescence, F442A cells; Q05BA5; 16 h; decrease of EGFP signal, % at 10 µM; 290,000 compounds, 0.01% hits; AID 1984, 2009;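 active means EGFP signal decrease of at least 30% at 10 µM or well 3 SD below plate mean, unless failing retest; inactive means the rest, including hits failing retest or dose response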; further: some compounds called inactive have numbers as strong as hits; many of its hits are not listed in these tables
Target sequence (Q05BA5 1-1403): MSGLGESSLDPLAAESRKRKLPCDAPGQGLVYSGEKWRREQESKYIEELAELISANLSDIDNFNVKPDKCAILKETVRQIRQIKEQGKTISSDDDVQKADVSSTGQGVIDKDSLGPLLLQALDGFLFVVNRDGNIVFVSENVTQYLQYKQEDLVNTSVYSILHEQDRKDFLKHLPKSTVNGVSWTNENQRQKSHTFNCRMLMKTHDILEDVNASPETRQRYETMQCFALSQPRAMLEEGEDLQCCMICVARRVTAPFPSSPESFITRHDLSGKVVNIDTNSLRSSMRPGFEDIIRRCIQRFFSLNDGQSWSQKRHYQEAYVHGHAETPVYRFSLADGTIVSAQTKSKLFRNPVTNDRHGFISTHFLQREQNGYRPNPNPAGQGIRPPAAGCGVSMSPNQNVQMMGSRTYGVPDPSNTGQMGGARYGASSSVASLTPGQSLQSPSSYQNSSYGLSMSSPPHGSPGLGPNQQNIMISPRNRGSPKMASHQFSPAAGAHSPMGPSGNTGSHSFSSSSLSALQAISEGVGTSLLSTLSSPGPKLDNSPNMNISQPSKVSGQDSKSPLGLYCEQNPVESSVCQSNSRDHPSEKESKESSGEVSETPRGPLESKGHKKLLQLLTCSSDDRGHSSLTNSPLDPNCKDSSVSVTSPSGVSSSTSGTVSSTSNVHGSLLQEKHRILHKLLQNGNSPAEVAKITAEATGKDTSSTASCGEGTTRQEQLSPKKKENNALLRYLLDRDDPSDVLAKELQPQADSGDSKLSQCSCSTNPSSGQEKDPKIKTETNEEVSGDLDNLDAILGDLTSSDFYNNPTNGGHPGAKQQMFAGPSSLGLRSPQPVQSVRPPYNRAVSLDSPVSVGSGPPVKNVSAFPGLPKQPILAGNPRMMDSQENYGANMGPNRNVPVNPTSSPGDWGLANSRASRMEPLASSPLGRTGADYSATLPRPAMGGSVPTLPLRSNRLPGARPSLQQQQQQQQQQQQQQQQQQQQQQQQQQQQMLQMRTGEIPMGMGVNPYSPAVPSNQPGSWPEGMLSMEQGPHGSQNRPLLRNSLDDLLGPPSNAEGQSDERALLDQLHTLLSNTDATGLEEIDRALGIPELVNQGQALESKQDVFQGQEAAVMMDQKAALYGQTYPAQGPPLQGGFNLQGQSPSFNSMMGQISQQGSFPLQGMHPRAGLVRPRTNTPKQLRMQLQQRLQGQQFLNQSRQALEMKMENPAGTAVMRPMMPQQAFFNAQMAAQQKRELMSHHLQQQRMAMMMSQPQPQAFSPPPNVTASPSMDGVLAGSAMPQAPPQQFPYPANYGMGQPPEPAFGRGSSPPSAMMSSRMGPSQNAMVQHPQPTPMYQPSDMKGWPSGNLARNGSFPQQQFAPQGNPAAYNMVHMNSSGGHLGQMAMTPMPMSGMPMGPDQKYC
MEKK3 PB1 HTS = modulators of MEKK3-MEK5 PB1 binding, primary screen, biochemical, wildtype MEKK3, multiplex bead flow cytometry, Alexa488-MEK5 | Mitogen-activated protein kinase kinase kinase 3 (Homo sapiens), Q99759 | bead-based flow cytometry, Alexa488-MEK5 binding to MEKK3; actives lie on both sides; 0 = blocked by unlabeled MEK5, 100 = vehicle | binding response (% of control), % at 10 µM | 290,000 compounds, 1.4% hits | AID 1529, 2009;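 active means binding response more than 3 SD above or below the average of its plate-row segment, actives on both sides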;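 further: Alexa488 bead fluorescence after subtracting the streptavidin-only scavenger bead signal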
IDE inh = human IDE inhibitors in live cells, primary screen, fluorescence polarization, HEK cells, FAbetaB substrate; Insulin-degrading enzyme (Homo sapiens), P14735; FAbetaB cleavage; inhibition, % at 5.59 µM; 320,000 compounds, 0.41% hits;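 active means percent inhibition above the average of all tested compounds plus 3 SD, set per screening campaign, cut at about 16% in these data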;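 further: IDE supplied by intact live HEK cells; FP after avidin binding of uncleaved biotin substrate so inhibition keeps polarization high; 0% = DMSO wells and 100% = 60 µM reference IDE inhibitor Ii1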
MEKK2 mut-MEK5 = MEK5 binding signal on mutant MEKK2 PB1, primary screen, biochemical, multiplex bead flow cytometry, Alexa488-MEK5 | AID 1530, 2009 | 290,000 compounds, 0.35% hits | Alexa488-MEK5 binding to MEKK2 mutant | percent response, % at 10 µM; in the data active means percent response above about 24%, passing the limit was not always enough; further: inactives centre near 1; some results filed as inactive read as strong as hits; reference of the scale not given here
MEKK2wt PB1 HTS = modulators of MEK5 binding to wildtype MEKK2, primary screen, biochemical, multiplex bead flow cytometry, Alexa488-MEK5. Alexa488-MEK5 binding to MEKK2 WT; actives lie on both sides. 290,000 compounds, 1.1% hits. Mitogen-activated protein kinase kinase kinase 2 (Homo sapiens), Q9Y2U5. binding response (% of control), % at 10 µM; in the data active means binding response below about 67% or above about 130%
* marks the source's active call; other numbers are inactive results; x = no result given. The list is partial, so the mix of outcomes need not match the whole.

| compound | NALP1 inh | PfM18AAP inh | IDE cell activ | UBC9 SUMO inh | p-CIP stab down | MEKK3 PB1 HTS | IDE inh | MEKK2 mut-MEK5 | MEKK2wt PB1 HTS |
| --- | --- | --- | --- | --- | --- | --- | --- | --- | --- |
| Cc1ccccc1C(=O)NC(=S)NC1CCSC1=O (stereo not given) | 22 | -7 | 3 | -17 | 9 | 95 | -6 | -2 | 97 |
| O=C(CSc1nnc(CNC(=O)c2c(F)cccc2Cl)o1)Nc1ccc2c(c1)OCO2 | 36 | -1 | -2 | 2 | 20 | 99 | 5 | -6 | 94 |
| Cc1ccc(C(=O)NNC(=O)CSc2n[nH]c(-c3cccnc3)n2)cc1 | -4 | 9 | 7 | 2 | -10 | 100 | 5 | -10 | 90 |
| CCC(=O)N1CCc2cc(S(=O)(=O)NCCCOC)ccc21 | 9 | 0 | 5 | 8 | -19 | 107 | 2 | 6 | 111 |
| COc1ccc(NC(=O)CCCn2c(=O)oc3ccccc32)cc1Cl | x | 18 | -5 | -1 | -14 | 93 | 5 | -3 | 97 |
| Cc1ncc(CN2CCCC(CCC(=O)NCc3ccc(F)c(F)c3)C2)s1 (stereo not given) | -10 | -10 | -2 | 17 | -16 | 94 | 1 | -13 | 87 |
| CCOC(=O)N1CCN(Cc2nc3cc([N+](=O)[O-])ccc3n2C)CC1 | -7 | 8 | -1 | 16 | -7 | 101 | 1 | 6 | 98 |
| O=S(=O)(Cc1cc(Sc2ccc(Cl)cc2)nc(-c2ccccc2)n1)c1ccccc1 | -6 | 2 | 6 | -3 | -22 | 114 | -9 | 9 | 101 |
| CC(=O)Oc1ccc(N(C(C)=O)S(=O)(=O)c2cc([N+](=O)[O-])ccc2C)cc1 | 44 | -3 | 8 | -8 | 0 | 96 | -1 | -2 | 93 |
| COc1ccccc1OCc1ccc(C(=O)N2CCN(C)CC2)o1 | 18 | -7 | 5 | 22 | -2 | 101 | -3 | -1 | 103 |
| c1cnc2nc(CSc3ncn[nH]3)cn2c1 | 3 | 7 | 2 | 19 | 5 | 95 | -3 | -11 | 95 |
| CNS(=O)(=O)c1cccc(C(=O)NCC(c2cccs2)N(C)C)c1 (stereo not given) | 16 | -14 | 5 | -15 | 4 | 93 | -3 | -6 | 93 |
| O=C(CSc1nc(-c2ccccc2)c(-c2ccccc2)o1)Nc1nncs1 | 8 | 1 | 2 | 17 | -2 | 104 | 3 | 0 | 103 |
| CN(Cc1ccccc1)C(=O)c1[nH]cnc1C(=O)NCC(=O)OCc1ccccc1 | -10 | -8 | 2 | 9 | -9 | 102 | 1 | -4 | 104 |
| COC(=O)[C@@H]1C[C@H]1[C@@H](NC(=O)c1cc(C)on1)c1ccccc1 | x | x | 3 | x | x | 97 | -8 | 3 | 96 |
| CCN(CC)C(=O)CSc1nc(-c2cccs2)cc(-c2cccs2)c1C#N | 5 | 2 | 5 | -34 | -14 | 104 | 4 | 1 | 94 |
| CC(O)Cn1cnc2c1c(=O)n(C)c(=O)n2C (stereo not given) | 29 | 1 | 4 | 13 | -9 | 88 | 1 | 0 | 102 |
| CCOc1cccc2c1OC1(C)CC2NC(=O)N1c1cccc(C(=O)N2CCN(c3ccccn3)CC2)c1 (stereo not given) | -22 | 9 | -4 | 3 | -8 | 101 | -1 | 2 | 101 |
| CCOc1ccc(N2C(=O)CSC23CCCCC3)cc1 | 14 | -6 | 3 | 4 | -14 | 105 | 0 | 4 | 108 |
| O=S(=O)(Nc1nc2ccccc2nc1Nc1ccc2c(c1)OCCO2)c1cccs1 | 33 | 2 | 6 | 30 | -8 | 94 | -2 | -2 | 96 |
| Cc1oc2c(c1C(=O)c1ccccc1)C(=O)C(=O)c1ccccc1-2 | 7 | 7 | 0 | 93* | -11 | 107 | -1 | 8 | 106 |
| Cc1ccc(NC(=S)N2CCc3[nH]c4ccccc4c3C2)cc1 | x | -3 | -2 | -6 | 2 | 99 | -2 | -10 | 98 |
| COc1ccccc1N1CCN(c2nc3ccccn3c(=O)c2C=O)CC1 | 40 | -2 | 10 | 0 | 5 | 95 | 3 | 1 | 98 |
| Cc1ccc(S(=O)(=O)/N=C(/Nc2ccc3[nH]c(=O)[nH]c3c2)c2ccccc2)cc1 | 0 | -11 | 6 | -11 | -5 | 104 | 9 | -10 | 92 |
| CC(CCc1ccccc1)NC(=O)Cc1ccccc1 (stereo not given) | 18 | -9 | 2 | -11 | -4 | 108 | 2 | 0 | 103 |
| COc1ccc(CCNC(=O)CSc2nnnn2C)cc1OC | 2 | 1 | 2 | -7 | 6 | 89 | -2 | -2 | 92 |
| O=C(OCC(=O)N1CCN(S(=O)(=O)c2ccc(Cl)cc2)CC1)c1ccc([N+](=O)[O-])o1 | -5 | -6 | 5 | 5 | -17 | 102 | -8 | -6 | 92 |
| Cc1cccc(C)c1N(CC(=O)Nc1cc(Cl)ccc1Oc1ccccc1)S(C)(=O)=O | 27 | -2 | 4 | -5 | -3 | 94 | 0 | -8 | 98 |
| COc1ccccc1N=c1oc2cc(O)ccc2cc1C(=O)NCC1CCCO1 (stereo not given) | 6 | 2 | -1 | -3 | -4 | 100 | 2 | -1 | 90 |
| O=C(CSc1ncc(C(=O)O)n1-c1ccc(F)cc1)NCc1ccc2c(c1)OCO2 | -14 | 6 | 6 | -12 | -1 | 103 | -4 | 2 | 102 |
| COc1ccc(S(=O)(=O)Nc2ccc(CC#N)cc2)cc1 | 5 | -1 | 2 | 29 | -7 | 107 | -5 | 10 | 107 |
| COc1ccc(/C=N/NC(=O)/C(=C/c2ccccc2)CCO)cc1 | x | -1 | 3 | 16 | -4 | 112 | 1 | 35 | 133 |
| CCOC(=O)C1(CC/C(C)=N\NC(N)=O)CC(C)(C)OC1=O (stereo not given) | 20 | -8 | 3 | 9 | -2 | 98 | -1 | 1 | 102 |
| COC(=O)c1cc(OC)c(OC)cc1NC(=S)Nc1cc(Cl)ccc1OC | 12 | 2 | 3 | -2 | -10 | 108 | 13 | 0 | 100 |
| CCC(=O)Nc1nnc(Cc2ccccc2)s1 | 19 | -6 | 3 | 16 | -3 | 104 | 0 | 6 | 107 |
| Cc1ccc(NC(=O)CSc2nsc(SCC(=O)Nc3ccc(C)cc3C)c2C#N)c(C)c1 | 32 | 0 | 2 | 14 | -4 | 98 | 4 | 21 | 107 |
| CC(Nc1nc(N2CCN(S(C)(=O)=O)CC2)nc2ccccc12)c1ccccc1 (stereo not given) | -86 | -3 | -3 | 13 | -11 | 101 | 1 | 10 | 122 |
| CCOc1cc(/C=N/O)ccc1OCc1ccc(F)cc1 | 25 | 4 | 3 | -6 | -1 | 108 | 1 | 2 | 108 |
| COc1ccc(C2Nc3ccccc3C(=O)N2NS(C)(=O)=O)cc1 (stereo not given) | 1 | -12 | -2 | 23 | -3 | 101 | 0 | 2 | 103 |
| O=C1N=C(N2CCCC2)S/C1=C\c1cn[nH]c1-c1ccccc1 | 37 | 4 | x | 10 | 0 | 105 | 12 | 0 | 104 |
| Cc1ccc(OCc2nc3c4c(ncn3n2)-c2ccccc2CC42CCCC2)cc1 | 19 | -1 | -6 | 3 | -8 | 101 | 5 | 0 | 104 |
| COc1ccc(N2CC(O)=C(c3n(C)c4ccccc4[n+]3C)C2=N)cc1 | 23 | -8 | -4 | 8 | -1 | 101 | 6 | 9 | 101 |
| COc1cc2c(cc1NC(=O)CN(C)Cc1nc3ccccc3c(=O)[nH]1)oc1ccccc12 | 22 | -1 | 3 | -26 | 15 | 101 | 2 | -2 | 102 |
| C#Cc1ccc([C@@H]2C=C(C(=O)OCC=C)O[C@H](OCCCCO)C2)cc1 | 6 | 1 | 1 | 18 | -10 | 100 | 1 | 2 | 98 |
| COc1cccc(OCc2cc(/C=N/Nc3ccc(C(=O)O)cc3)ccc2OC)c1 | 16 | -8 | 5 | 27 | -6 | 91 | 2 | -20 | 87 |
| CCOC(=O)CCc1c(C)nc(SCc2ccc(C(=O)O)cc2)c(C#N)c1C | -21 | 3 | 1 | 5 | 5 | 99 | 0 | 3 | 106 |
| CS(=O)(=O)N(CC(=O)N1CCN(Cc2ccccc2)CC1)Cc1ccccc1 | 23 | -10 | 5 | 1 | 0 | 82 | -2 | -5 | 84 |
| CC(=O)OC1COC(N2CCc3cc(Br)c([N+](=O)[O-])cc32)C(OC(C)=O)C1OC(C)=O (stereo not given) | -3 | -6 | -1 | 1 | -4 | 98 | -1 | -2 | 94 |
| CCOC(=O)N1CCN(S(=O)(=O)c2c(C)[nH]c(=O)[nH]c2=O)CC1 | 7 | 7 | -4 | 13 | -10 | x | 5 | x | x |
| O=C(C[n+]1ccc(-c2ccccc2)cc1)Nc1ccc([N+](=O)[O-])cc1 | 11 | -1 | 1 | 5 | 1 | 107 | 2 | 18 | 117 |

Further entries:
| compound | NALP1 inh | PfM18AAP inh | IDE cell activ | UBC9 SUMO inh | p-CIP stab down | MEKK3 PB1 HTS | IDE inh | MEKK2 mut-MEK5 | MEKK2wt PB1 HTS |
| --- | --- | --- | --- | --- | --- | --- | --- | --- | --- |
| CN1CCN(CC(=O)Nc2ccc([N+](=O)[O-])cc2Br)CC1 | -13 | 6 | -1 | -1 | 9 | 100 | 0 | 4 | 100 |
| COc1ccccc1NS(=O)(=O)c1cc(NC(=O)c2ccc3ccccc3n2)ccc1Cl | 1 | 0 | -4 | -2 | -6 | 94 | 1 | -3 | 91 |
| Cc1ccc(Nc2c(F)c(F)c(F)c(F)c2C(=O)O)c(C)c1 | -5 | -9 | 13 | -1 | 4 | 125 | 1 | -1 | 109 |
| CCOC(=O)c1c(NC(=O)CN2CCCCC2)sc(CN(C)C)c1-c1ccccc1 | 9 | -1 | 8 | -18 | -7 | 97 | 1 | 3 | 100 |
| O=C(CN(C(=O)CNC(=O)c1cccs1)c1ccc(F)cc1)NC1CCCCC1 | 13 | 1 | 1 | -3 | -7 | 100 | 1 | 1 | 102 |
| COc1cc(S(=O)(=O)Nc2cccc3cn[nH]c23)c(OC)cc1Cl | 14 | 2 | 3 | -11 | -5 | 100 | 2 | 1 | 103 |
| COc1ccc(OCCSc2ncnc3nc[nH]c23)cc1 | 1 | 6 | 2 | 9 | -9 | 101 | -3 | 5 | 104 |
| C#CC(C)(C)NC(=O)c1ccccc1OC | -4 | -8 | -4 | 9 | -7 | 101 | -1 | 7 | 106 |
| O=C(C[n+]1cccc2ccccc21)c1ccc(Cl)cc1 | 9 | 1 | 4 | -1 | 2 | 86 | 2 | -15 | 98 |
| Cn1c(=NC(=O)C2CC2)sc2cccc(F)c21 | -4 | -2 | -3 | 8 | 4 | 106 | 6 | 7 | 104 |
| Cc1nc2ccc(S(=O)(=O)NC(C(=O)Nc3nc4ccc(Cl)cc4s3)C(C)C)cc2s1 (stereo not given) | 10 | 2 | -1 | 12 | -8 | 105 | 1 | 3 | 103 |
| COc1ccc(NC(=O)COC(=O)c2ccc(F)cc2F)cc1 | -6 | 1 | 2 | 7 | 2 | 102 | 2 | -1 | 105 |
| CC(C)(C)NC(=O)C(c1c[nH]c2ccccc12)N(C(=O)Cn1nnc(-c2ccc(F)cc2)n1)c1cccc(O)c1 (stereo not given) | 16 | -8 | -4 | -32 | 5 | 102 | -4 | -1 | 93 |

Compound activity (PubChem)
